Source: PubChem
NOD1 NF-kB reporter: NOD1 signaling inhibitors, primary screen, cell-based, luminescence, uHTS (AID 1578); NOD1-driven NF-kB luciferase reporter cells, luminescence; higher % means a stronger effect; inhibition, % at 4 µM, or EC50 in µM where a hit was titrated; 1% of 290,000 active; in the data active = inhibition mostly above about 36%, no sharp cut-off; inactive = mostly below about 34%;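 also: HEK-293T reporter cells stimulated with the NOD1 agonist gamma-tri-DAP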
NOD2 inhibition: inhibition of NOD2-driven NF-kB reporter – cell-based, luminescence, uHTS, HEK293 (AID 1566); 0.63% of 290,000 active; inhibition, % at 4 µM; hits with a dose series show EC50 in µM; HEK293 NOD2/NF-kB luciferase reporter, luminescence; higher % means a stronger effect; in the data active = inhibition above about 50%; also: many of its hits are not listed in these tables
* marks the source's active call; other numbers are inactive results. Not all compounds are listed. The share of hits here may be higher or lower than overall.

Second line of a record – NOD1 NF-kB reporter	NOD2 inhibition
#1 O=c1[nH]c(NCCO)nnc1Cc1ccc(Cl)cc1
    -6%	0%
#2 CCS(=O)(=O)N1Cc2ccccc2CC1C(=O)Nc1ccc(OC)c(OC)c1 (centres undefined)
    -16%	2%
#3 COCCN(C(=O)CCC(=O)Nc1cc(C)on1)C(C(=O)NC1CCCC1)c1ccc(C(C)C)cc1 (centres undefined)
    -31%	13%
#4 Cc1ccc(OCC(O)CN2CCN(c3ccc(C)cc3)CC2)cc1 (centres undefined)
    -12%	-22%
#5 COc1ccc(NC(=O)CCn2cc(C)c3ccccc32)cc1
    -6%	-22%
#6 COc1ccccc1OCC(=O)Nc1c2c(nn1-c1ccc(F)cc1)CS(=O)(=O)C2
    -14%	2%
#7 CC(CCc1ccccc1)NC(=O)Cn1cccc1C(=O)c1ccccc1 (centres undefined)
    -10%	9%
#8 COc1cccc(/C=N/Nc2ccc(Cl)nn2)c1
    -8%	-31%
#9 CS(=O)(=O)Nc1cccc(C2=NN(C(=O)c3cccc([N+](=O)[O-])c3)C(c3cccs3)C2)c1 (centres undefined)
    -10%	10%
#10 CCOc1ccccc1N1CCN(c2ncnc3scc(-c4ccc(OC)cc4)c23)CC1
    -4%	12%
#11 Cc1ccccc1-n1nc2c(c1NC(=O)c1cccs1)CS(=O)(=O)C2
    -6%	7%
#12 O=C(Nc1ccc(F)cc1)N1CCN(C(=O)C2CCCO2)CC1 (centres undefined)
    -12%	14%
#13 Clc1ccccc1N1CCN(Cc2ccco2)CC1
    -23%	-16%
#14 COC(=O)c1ccccc1NC(=O)COc1ccc2c(c1)OCO2
    -57%	0%
#15 O=C(Nc1ccncc1)Nc1ccc(Cl)cc1
    -20%	-12%
#16 COc1ccc(CN2CCNC(=O)C2CC(=O)NC2CCCCCC2)c(F)c1 (centres undefined)
    -10%	-4%
#17 O=c1c2cn(Cc3ccccc3)c3ccccc3c-2nn1Cc1ccc(F)cc1Cl
    -3%	22%
#18 COc1ccc(NC(=O)NCCc2c[nH]c3ccccc23)c(OC)c1
    -7%	15%
#19 CCOC(=O)c1nn2c(C(F)(F)F)cc(-c3ccc(OC)cc3)nc2c1Br
    -24%	6%
#20 CC(=O)c1sc(NCc2ccc(C)cc2)nc1C
    -13%	-55%
#21 O=C(Cc1ccc(Cl)c(Cl)c1)NNC(=S)NCC1CCCO1 (centres undefined)
    -23%	11%
#22 Cn1c(=O)[nH]c(=O)c2c1nc(SCC(N)=O)n2Cc1cccc(Br)c1
    6%	8%
#23 O=C(NC1CCCCC1)C(c1ccccc1F)N(C(=O)c1csnn1)C1CCCC1 (centres undefined)
    -17%	-14%
#24 CCC1CCCCN1C(=O)c1ccc(OC2CCN(C(=O)COC)CC2)cc1 (centres undefined)
    -2%	12%
#25 C=Cc1ccc(C(=O)N2CCCC(CCC(=O)N3CCN(c4ccccn4)CC3)C2)cc1 (centres undefined)
    -15%	19%
#26 CCc1ccc(NS(=O)(=O)c2cccc3nsnc23)cc1
    -9%	12%
#27 O=C(Nc1nc2c(F)cccc2s1)c1ccc([N+](=O)[O-])o1
    7%	49%
#28 COC(=O)c1ccc(NS(=O)(=O)c2ccc(-c3cc(C)no3)s2)cc1
    -18%	14%
#29 CCCC(=O)N(Cc1cc(=O)[nH]c2ccccc12)c1ccccc1OC
    -2%	10%
#30 Cc1cc(C)c(OCCCn2ccnc2)c(C)c1
    -23%	15%

Profiles as entered above. Screens in order: NOD1 NF-kB reporter	NOD2 inhibition
Cn1c(=O)[nH]c(=O)c2c1nc(SCC(N)=O)n2Cc1cccc(Br)c1 reads 6%	8%
CC(=O)c1sc(NCc2ccc(C)cc2)nc1C reads -13%	-55%
O=C(Cc1ccc(Cl)c(Cl)c1)NNC(=S)NCC1CCCO1 (centres undefined) reads -23%	11%
CCOC(=O)c1nn2c(C(F)(F)F)cc(-c3ccc(OC)cc3)nc2c1Br reads -24%	6%
CCc1ccc(NS(=O)(=O)c2cccc3nsnc23)cc1 reads -9%	12%

(further entries)
Second line of a record – NOD1 NF-kB reporter	NOD2 inhibition
#31 CCC(C)c1ccccc1NC(=S)NC(=O)c1ccco1 (centres undefined)
    -35%	6%
#32 CCC1CCCCN1CCCNC(=O)Cn1c(=O)c2cccn2c2cccnc21 (centres undefined)
    20%	3%
#33 Cc1cc(C)nc(CCNC(=O)c2cc(COc3c(C)cccc3C)on2)n1
    -9%	6%
#34 COc1ccc(OC)c(S(=O)(=O)N2CCC(C(=O)NC3CCCCCC3)CC2)c1
    -4%	-16%
#35 O=C(Nc1ccnn1C1CCN(Cc2ccccc2OC(F)F)CC1)c1cccnc1
    -13%	18%
#36 CS(=O)(=O)c1ncc(Cl)c(C(=O)Nc2ccc(OC(F)F)cc2)n1
    36%	32%
#37 Nc1c(Cl)ncnc1NCc1ccccc1
    -5%	35%
#38 CCCn1ncc(CN2CCC(n3nccc3NC(=O)CCc3ccccc3)CC2)c1C
    -28%	16%
#39 CCCc1cc(=O)oc2c(CN3CCN(C)CC3)c(O)ccc12
    -8%	7%
#40 CC(C)(C)C(=O)C1=C(O)C(=O)N(Cc2ccccc2)C1c1ccccc1Cl (centres undefined)
    -30%	3%
#41 CCOc1ccc(CN(CC)C(=O)Cc2c[nH]c3ccccc23)cc1OC
    12%	15%
#42 Cc1ccc2c(c1)N(C(=O)CCC(=O)N1CCN(c3cccc(C)c3C)CC1)CCO2
    -6%	32%
#43 Cc1c(Cl)cccc1NS(=O)(=O)c1cccc2nsnc12
    -10%	-5%
#44 Cc1ccccc1OCC(=O)NCC(=O)OCc1ccc(Br)cc1
    -45%	2%
#45 Cc1ccc(CNc2cccnc2)cc1
    -19%	-16%

Reformatted: four of the compounds above
#43 Cc1c(Cl)cccc1NS(=O)(=O)c1cccc2nsnc12
- NOD1 NF-kB reporter = -10%
- NOD2 inhibition = -5%

#42 Cc1ccc2c(c1)N(C(=O)CCC(=O)N1CCN(c3cccc(C)c3C)CC1)CCO2
- NOD1 NF-kB reporter = -6%
- NOD2 inhibition = 32%

#32 CCC1CCCCN1CCCNC(=O)Cn1c(=O)c2cccn2c2cccnc21 (centres undefined)
- NOD1 NF-kB reporter = 20%
- NOD2 inhibition = 3%

#33 Cc1cc(C)nc(CCNC(=O)c2cc(COc3c(C)cccc3C)on2)n1
- NOD1 NF-kB reporter = -9%
- NOD2 inhibition = 6%

Remaining list, next part
Second line of a record – NOD1 NF-kB reporter	NOD2 inhibition
#46 Cc1ccc(S(=O)(=O)N2CCOC2CNC(=O)C(=O)NCCN(C)C)cc1 (centres undefined)
    -34%	4%
#47 COC(=O)c1ccc(OCC(O)CN2CCOCC2)cc1 (centres undefined)
    4%	-10%
#48 CCCC(NC(=O)C(C)NC(=O)CO/N=C1\C=C2CCC3C4CCC(C(C)=O)[C@@]4(C)CCC3[C@@]2(C)CC1)C(=O)O (some centres undefined)
    -9%	-2%
#49 O=C(NCc1ccccc1F)C1CCN(C(=O)Nc2ccc(F)cc2)CC1
    6%	8%
#50 O=C(NC(=S)N1CCOCC1)c1ccc(F)cc1
    -62%	8%
#51 CCOc1ccc(NC(=O)CN(C)C(=O)c2ccc(OCC3CCCO3)cc2)cc1OCC (centres undefined)
    -25%	-23%
#52 O=C(CN1CCN(c2ccccn2)CC1)Nc1ccc(Br)cc1
    0%	2%
#53 c1ccc(CCCN2CCOCC2)cc1
    -21%	3%
#54 Cc1ccc(CCC(=O)Nc2ccc(N(C)C)cc2)o1
    -3%	5%
#55 COC(=O)c1cc(S(=O)(=O)NCC(C)c2ccccc2)cn1C (centres undefined)
    -12%	1%
#56 Cc1ccc(C(=O)C2=C(O)C(=O)N(Cc3cccnc3)C2c2ccc(Cl)c(Cl)c2)o1 (centres undefined)
    7%	1%
#57 COc1cc(NC(=O)c2c(OC)cccc2OC)ccc1NC(=O)c1cc2ccccc2o1
    -36%	-14%
#58 CCOC(=O)c1c(S(=O)(=O)N(C)Cc2ccccc2)c(C)n(C)c1C
    -2%	-4%
#59 CCN(C(=O)COC(=O)CSc1ccc(C(N)=O)cc1[N+](=O)[O-])C1CCCCC1
    -35%	-8%
#60 COc1cc(CN2CCCC(N3CCN(c4ccc(F)cc4)CC3)C2)ccc1F (centres undefined)
    61%	-4%

Three entries from above, arranged by length of the SMILES, largest number first:
Second line of a record – NOD1 NF-kB reporter	NOD2 inhibition
#58 CCOC(=O)c1c(S(=O)(=O)N(C)Cc2ccccc2)c(C)n(C)c1C
    -2%	-4%
#33 Cc1cc(C)nc(CCNC(=O)c2cc(COc3c(C)cccc3C)on2)n1
    -9%	6%
#41 CCOc1ccc(CN(CC)C(=O)Cc2c[nH]c3ccccc23)cc1OC
    12%	15%

Next section
Second line of a record – NOD1 NF-kB reporter	NOD2 inhibition
#61 N#Cc1cccc(CN2CCC(=O)N(CCO)CC2)c1
    -1%	9%
#62 O=C(NCCc1nnc2ccc(SCC(=O)N3CCCC3)nn12)c1ccccc1
    -22%	1%
#63 CN(C)c1ccc(C(C[N+](=O)[O-])c2c(N)n(C)c(=O)n(C)c2=O)c(F)c1C#N (centres undefined)
    1%	-13%
#64 CCC1CCCCN1C(=O)CSc1nc2c(c(=O)n1C)SC(C)C2 (centres undefined)
    -17%	12%
#65 COC(=O)C1=CN(c2ccc(Cl)cc2)C=C(C(=O)OC)C1c1ccc([N+](=O)[O-])cc1
    -12%	11%
#66 COCC(=O)Nc1cc(C)cn(Cc2ccccc2Cl)c1=O
    -38%	-2%
#67 Cc1ccccc1NC(=O)CCN1C(=O)c2ccccc2C1=O
    -31%	1%
#68 O=C(CSc1nnnn1-c1cccc2ccccc12)Nc1ccc(C(=O)O)cc1
    -27%	3%
#69 O=C(NC(=S)Nc1ccccc1Cl)c1ccco1
    -8%	-100%
#70 CC(NC(=S)NC(=O)c1ccccc1Br)c1ccccc1 (centres undefined)
    24%	-10%
#71 COc1ccc(C(=O)N2N=C(c3ccc(NS(C)(=O)=O)cc3)CC2c2cccs2)cc1 (centres undefined)
    2%	30%
#72 O=C(CCS(=O)(=O)Cc1cccc(Cl)c1)NCCc1ccccc1
    -5%	-7%
#73 COc1ccccc1-c1nnc(SCC(=O)NC2CCCCC2)n1C
    -22%	-3%
#74 COc1ccc(OCc2cc(C(=O)N(C)CC3CCCCO3)no2)c(Cl)c1 (centres undefined)
    -54%	-33%
#75 N#Cc1ccc2nc3c(nc2c1)CCCC3
    -9%	-7%
#76 CCOc1ccc(S(=O)(=O)NCCC(=O)NCC(c2cccs2)N2CCOCC2)cc1 (centres undefined)
    -42%	-5%
#77 O=c1[nH]c(C2CCN(S(=O)(=O)c3ccc([N+](=O)[O-])cc3)CC2)nc2c1nnn2Cc1ccccc1
    21%	15%
#78 COc1ccc(C(=O)Nc2ccccc2C(=O)N2CCCCCC2)cc1OC
    -20%	3%
#79 COc1ccc2ccccc2c1-c1sc(Nc2ccccc2)n[n+]1-c1ccc(F)cc1
    -1%	13%
#80 COc1ccc(NC(=O)C2CCCN(S(=O)(=O)c3ccc4[nH]c(=O)ccc4c3)C2)cc1 (centres undefined)
    -16%	8%
#81 CCOc1ccccc1CNC(=O)CCCC(=O)n1nc(C)c2ccccc21
    -39%	-2%
#82 CC(C)OC(=O)CSc1nc(N2CCOCC2)c2c(c1C#N)CC(C)(C)OC2
    -10%	9%
#83 Cc1ccc(S(=O)(=O)CC(=O)c2ccccc2[N+](=O)[O-])cc1
    -32%	-1%
#84 O=C(NCc1ccco1)c1ccc2[nH]c(=O)c(=O)[nH]c2c1
    -14%	0%
#85 C=C(c1ccccc1)c1ccc(N(C)C)cc1
    -8%	13%
#86 CC(C)c1nc(CNC(=O)CC2C(=O)NCCN2Cc2ccc(F)cc2Cl)cs1 (centres undefined)
    -23%	-10%
#87 COc1ccc(N2CCN(S(=O)(=O)c3ccc4c(c3)NC(=O)CC(=O)N4)CC2)cc1
    -8%	24%
#88 CC(NC(=O)CN(C)S(=O)(=O)c1ccc(Br)s1)c1ccccc1 (centres undefined)
    14%	10%
#89 Fc1cccc(Cl)c1CNCCCSc1ncccn1
    -26%	1%
#90 CC(=O)NCCc1nc2cc(NC(=O)Nc3ccccc3)ccc2n1C
    -8%	-34%
#91 Clc1c2c(nc3ccccc13)CCC2
    5%	12%
#92 CCc1ccc(OCC2c3cc(OC)c(OC)cc3CCN2C(C)=O)cc1 (centres undefined)
    14%	37%
#93 Cc1c(CC(=O)O)c(=O)oc2c(C)c3occ(-c4ccccc4)c3cc12
    -2%	18%
